# mIDH1 inhibitor: qHTS for Inhibitors of mutant isocitrate dehydrogenase 1 (IDH1): qHTS | Isocitrate dehydrogenase [NADP] cytoplasmic (Homo sapiens), O75874 | IDH1-R132H enzyme, NADPH consumption, diaphorase/resazurin fluorescence | Potency, µM (doses to about 76.6 µM), without a hit: at the highest dose activity change, negative = inhibition, actives largely listed as inhibitors | hit rate 0.093% among 390,000; further: potency means the concentration at half of the fitted maximal effect; on the % scale 0 is the no-effect control and ±100 the full control effect; nearly all actives have a fitted effect of over 65% in size
#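 IDH1-R132H (0.5 ug/mL dispensed) in pH 7.5 Tris buffer was preincubated 30 min with compound, then given a substrate mix of 0.016 mM NADPH and 2 mM alpha-KG for 80 min at room temperature; remaining NADPH was read by diaphorase/resazurin fluorescence.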
# LDHA inh: qHTS assay for inhibitors of human lactate dehydrogenase. L-lactate dehydrogenase A chain (Homo sapiens), P00338. purified LDHA, NADH/diaphorase-resazurin fluorescence; hits give low values. activity change, % (values are at about 110 or 230 µM). hit rate 0.15% among 480,000. AID 1347041, 2019; in the data active means activity change below about -30%; inconclusive means mostly about -25% to -30%;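 further: plate controls were DMSO wells for no effect and wells without enzyme for full effect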
#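 Human LDH5 (2 nM) was incubated with 0.06 mM NADH and 0.2 mM pyruvate for 5 min at room temperature in Tris pH 7.4. Remaining NADH was coupled through diaphorase/resazurin, and resorufin fluorescence was read at 0 and 20 min.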
# USP1-UAF1 inh: Inhibitors of USP1/UAF1: Primary Screen; Potency, µM (series often up to 57.1 µM), without a hit: at the top dose activity change, negative = inhibition, actives largely listed as inhibitors; recombinant USP1/UAF1, Ub-Rhodamine cleavage fluorescence; hit rate 0.23% among 390,000; further: potency means the concentration at half of the fitted maximal effect; on the % scale 0 is the no-effect control and ±100 the full control effect; nearly all actives have a fitted effect of over 60% in size; inactives centre near -12
#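 USP1/UAF1 complex at 1 nM was preincubated with compound for 15 min at room temperature, then Ub-Rho substrate (150nM final) was added. Fluorescence (480/540 nm) was read kinetically, 6 reads every 60 seconds.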
# GRP78 ERSR act: qHTS for Inducers of the Endoplasmic Reticulum Stress Response (ERSR) in Human Glioma: qHTS; hit rate 0.02% among 420,000; AID 602332, 2012; U87-MG GRP78 promoter luciferase reporter, 16 h; Potency, µM, inactives show top-dose activation, usual class: activators; further: potency means the concentration at half of the fitted maximal effect; series mostly up to about 76 µM; % of control where 0% means no effect; nearly all actives have a fitted effect of over 35% in size
#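 Stably transfected U87-MG human glioma cells carrying a GRP78-based luminescent sensor were seeded at 1000 cells/well, pin-dosed with compounds and incubated 16 h. Luciferase reagent was then added, and end-point luminescence was read after 10 min at room temperature.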
# Vif-APOBEC3G blk: qHTS for Inhibitors of Vif-A3G Interactions: qHTS; hit rate 0.076% among 410,000; Potency, µM (doses to about 46.1 µM), for inactives: at the top dose activity, negative = active, most hits filed as inhibitors; HeLa A3G-eYFP + Vif (tagged APOBEC3G with the HIV-1 protein that degrades it), YFP fluorescence, overnight;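 further: potency means the concentration at half of the fitted maximal effect; on the % scale 0 is the no-effect control and ±100 the full control effect; nearly all actives have a fitted effect of over 60% in size; hits raise eYFP signal because A3G escapes Vif-driven loss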
# Target sequence (Q9HC16 whole entry, looked up): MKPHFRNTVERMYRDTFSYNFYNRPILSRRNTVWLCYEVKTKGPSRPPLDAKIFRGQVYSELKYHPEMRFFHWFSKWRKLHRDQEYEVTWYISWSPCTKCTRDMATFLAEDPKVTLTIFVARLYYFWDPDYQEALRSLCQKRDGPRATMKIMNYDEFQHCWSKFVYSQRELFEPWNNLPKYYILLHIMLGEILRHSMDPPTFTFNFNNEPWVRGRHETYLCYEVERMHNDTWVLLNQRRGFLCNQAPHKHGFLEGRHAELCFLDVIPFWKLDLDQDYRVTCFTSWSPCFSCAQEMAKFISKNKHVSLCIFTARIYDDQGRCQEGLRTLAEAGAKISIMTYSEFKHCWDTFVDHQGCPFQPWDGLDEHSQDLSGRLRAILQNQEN
#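 Read-out is eYFP fluorescence (Ex 488/Em 500-530) from Vif-expressing HeLa A3G-eYFP cells; more signal means A3G escaped Vif-mediated degradation. Cells plated overnight, compound pinned in, incubated overnight at 37 deg C.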
# RXFP1 agonist: qHTS Assay for Agonists of the Relaxin Receptor RXFP1; HEK293T-RXFP1 cAMP TR-FRET, 30 min; response scale: percent of porcine relaxin response, buffer zero; Potency, µM (titrated, usually from 57.5 µM), without a hit: at the top dose activation, most hits filed as activators; hit rate 0.3% among 370,000; AID 2676, 2010; further: potency means the concentration at half of the fitted maximal effect; on the % scale 0 is the no-effect control and ±100 the full control effect; nearly all actives have a fitted effect of over 60% in size; many of its hits are not listed in these tables
#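 Agonist response is measured as cAMP accumulation in an RXFP1-transfected HEK293T line under PDE4 inhibition. Values are scaled between buffer-only and 29 nM porcine relaxin, and EC50s come from standard Hill equation fits.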
# TrxR1 substrate: qHTS Assay for Substrates of Mammalian Selenoprotein Thioredoxin Reductase 1 (TrxR1): qHTS; Thioredoxin reductase 1, cytoplasmic (Rattus norvegicus), O89049; purified TrxR1 substrate turnover, NADPH consumption readout; Potency, µM (top dose mostly 114 µM), inactives show at the highest dose activity change, negative = substrate turnover; hit rate 0.01% among 390,000; further: potency means the concentration at half of the fitted maximal effect; on the % scale 0 is the no-effect control and ±100 the full control effect; nearly all actives have a fitted effect of over 50% in size
#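 Rat TrxR1, dispensed at 90 nM, was prereduced with 400 uM NADPH (final) for 5 min at ~22 deg C, then incubated with compound 15 min before 400 uM selenite. A first-read NADPH fluorescence drop versus no-compound background flagged substrates.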
# PI4K2A inh: qHTS for small molecular inhibitors of PI4K2A. purified PI4K2A, ADP-Glo luminescence, 1 h; hits give low values. activity change, negative = inhibition, % at 76.9 µM. hit rate 0.13% among 420,000. AID 1346378, 2018; in the data active means activity change below about -50%; inconclusive means mostly about -30% to -49%;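 further: -100% = wells without enzyme as full effect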
# Target sequence (Q9BTU6 whole entry, looked up): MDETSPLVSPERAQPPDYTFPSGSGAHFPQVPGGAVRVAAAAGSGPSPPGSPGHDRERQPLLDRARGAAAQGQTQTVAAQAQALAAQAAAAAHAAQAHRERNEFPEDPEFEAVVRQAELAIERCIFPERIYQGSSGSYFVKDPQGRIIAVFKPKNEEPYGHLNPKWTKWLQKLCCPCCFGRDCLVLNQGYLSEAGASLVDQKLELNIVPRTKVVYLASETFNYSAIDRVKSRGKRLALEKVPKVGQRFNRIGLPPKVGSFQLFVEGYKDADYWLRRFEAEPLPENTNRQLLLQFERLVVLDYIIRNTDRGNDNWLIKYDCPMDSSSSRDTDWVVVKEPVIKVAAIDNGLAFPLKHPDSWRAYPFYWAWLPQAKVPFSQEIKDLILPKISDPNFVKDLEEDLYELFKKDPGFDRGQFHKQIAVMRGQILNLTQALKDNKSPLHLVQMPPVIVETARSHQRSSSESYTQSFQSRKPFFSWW
#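 In this quantitative HTS, ADP production by PI4K2A was quantified luminescently after 1 h at ambient temperature; 100 microM adenosine served as plate-quality control.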
# Vif-A3F inh: qHTS for Inhibitors of Vif-A3F Interactions: qHTS; hit rate 0.2% among 390,000; HeLa A3F-eYFP + Vif (tagged APOBEC3F with the HIV-1 protein that degrades it), YFP fluorescence increase; AID 602313, 2012; Potency, µM (series often up to 46.1 µM), for inactives: at the top dose activity, negative = active; further: potency means the concentration at half of the fitted maximal effect; % of control where 0% means no effect; nearly all actives have a fitted effect of over 65% in size
#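 HeLa cells stably expressing Vif plus C-terminally eYFP-tagged A3F were seeded, incubated overnight at 37 deg C, dosed with compound, incubated overnight again at 37 deg C. Yellow fluorescence (Ex 488/Em 500-530) reported blocked Vif-mediated A3F-eYFP degradation.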
# * marks the source's active call; other numbers are inactive results; ? = inconclusive; . = not tested or not shown; & = joins results of further samples; [ ] = another dose, or the depositor's remark. Unless noted, the call rests on the fitted dose curve; in most records, active means well fitted curve in the direction sought with a large enough effect; inconclusive means small, poorly fitted or top-dose-only effect, or another doubt; inactive means no such curve, though single readings can be large; an effect the other way counts as inactive or inconclusive. Not all compounds are listed, so the mix of outcomes need not match the whole.
SMILES	mIDH1 inhibitor	LDHA inh	USP1-UAF1 inh	GRP78 ERSR act	Vif-APOBEC3G blk	RXFP1 agonist	TrxR1 substrate	PI4K2A inh	Vif-A3F inh
Cn1c2ccccc2c2c(C(=O)N3CCN(c4ccc(F)cc4)CC3)cn(C3CCCC3)c(=O)c21	4.5%	-5.1	-4.2%	-2.2%	-0.8%	3.4%	9.2%	-4.7	-0.4%
Cn1c(OCc2cccnc2)nc2c1c(=O)n(Cc1ccc(F)cc1)c(=O)n2C	-3.0%	0.6	-17.7%	-2.2%	-4.6%	-1.7%	-4.7%	4.9	2.4%
CCN(CC)C(=O)Cn1ncc2c([nH]c3ccccc32)c1=O	10.6%	3.6	-13.3%	-3.8%	1.7%	1.9%	12.6%	5.2	-3.9%
O=C(Nc1ccc(Cl)cc1)N(Cc1nc2ccccc2c(=O)[nH]1)Cc1cccs1	-0.6%	-6.7	-20.4%	-2.5%	-16.4%	0.7%	-13.6%	-3.9	-10.7%
Cc1c(C(=O)Nc2ccccc2)sc2nc(-c3ccccc3)cn12	14.7%	-3.4	-10.4%	5.4%	-8.0%	-1.0%	-1.8%	-1.9	6.3%
C#Cc1ccc(CN2CCN(CCc3ccccc3)C(CCO)C2)cc1 (configuration not stated)	5.1%	-8.0	-7.1%	-2.7%	1.3%	-0.4%	2.3%	-3.5	0.7%
CC(=O)c1ccc(S(=O)(=O)Nc2ccc(S(=O)(=O)N3CCCCC3)cc2)cc1	5.6%	0.3	-10.0%	-5.7%	-17.1%	.	3.8%	-1.2	0.9%
Cc1ccc(C(=O)Nc2c(-c3ccccc3)nc3ccccn23)cc1C	-0.3%	-21.7	-6.8%	-0.2%	-3.9%	0.8%	5.0%	-2.3	5.0%
COc1ccc(S(N)(=O)=O)cc1C(=O)NC1CCCc2ccccc21 (configuration not stated)	1.8%	-2.2	-11.1%	-5.2%	-1.5%	0.9%	4.1%	1.5	-1.9%
Cc1ccc(-c2cc(=O)c3cc(C)ccc3[nH]2)cc1	-6.0%	-3.8	-11.5%	-10.4%&-10.9%	?	-0.6%	3.9%[57.1 µM]	-4.0	-4.7%
COC(=O)N1C(=O)[C@@](Cc2ccccc2)(c2ccccc2)N1C(=O)OC	-3.4%	1.7	-28.4%	-2.2%	?	-2.7%	13.5%[57.1 µM]	-1.1	-0.8%
COc1ccc(C)cc1NC(=O)c1cc2c(=O)n(Cc3cccnc3)ccc2nc1C	13.6%	1.1	-17.4%	-2.9%	1.4%	1.4%	2.8%[57.1 µM]	3.0	-4.1%
COc1cc(/C=C/C(=O)OCC(=O)Nc2c(C)n(C)n(-c3ccccc3)c2=O)ccc1OCC#N	5.1%	-2.3	-13.4%	-2.0%	0.7%	2.1%	17.2%	-2.6	-6.1%
COc1cccc(CNS(=O)(=O)c2cc(CN3C(=O)c4cccnc4C3=O)ccc2OC)c1	-7.5%	-8.1	-7.8%	-1.1%	1.5%	21.4%	-0.3%	-3.3	10.1%
COc1ccccc1C(=O)NC(=S)Nc1cccnc1Cl	7.2%	1.4	-15.8%	-12.9%	-2.4%	2.9%	4.3%[57.1 µM]	-9.5	1.6%
Cn1c(=O)c2cc(NC(=O)NCCc3ccccc3)ccc2n1Cc1cccc(C(F)(F)F)c1	.	1.9	.	-0.3%	-3.5%	.	.	-0.3	.
CC(C)Nc1nc2n(c(=O)n1)CCN2C(C)C	2.8%	-3.2	-15.7%	-3.6%	1.0%	1.4%	-4.6%	3.7	3.6%
O=C(Nc1nc(-c2ccc(Cl)cc2)cs1)C1=COCCO1	3.5%	-7.6	-1.9%	3.7%	-4.4%	1.0%	5.3%	-1.7	-19.1%
COc1cc2c(cc1OC)C(C(=O)Nc1ccc3c(c1)OCCO3)C1c3ccccc3CCN1C2=O (configuration not stated)	8.0%	0.9	-7.8%	-1.6%	-5.2%	-0.5%	-7.5%	1.0	5.2%
Cc1nnc(C)n1/N=C/c1cccc([N+](=O)[O-])c1	2.2%	-6.7	-3.8%	-5.1%	-0.1%	1.1%	-4.1%	2.3	-0.2%
COC(=O)c1cccc2c1-c1ccccc1/C2=N\NC(N)=O	-9.8%	-3.7	-12.7%	-4.4%	-2.9%	-4.6%	3.3%	-4.5	-6.8%
COc1ccccc1N1CCN(C(=O)C2CCCCN2S(=O)(=O)c2ccc(C)cc2)CC1 (configuration not stated)	1.0%	-3.9	-6.3%	4.9%	1.0%	3.2%	-2.8%	2.1	-0.3%
NC(=O)CS(=O)(=O)c1ccc(Cl)cc1	-0.4%	-7.2	0.3%	-2.7%	-2.7%	-0.7%	-8.8%	1.9	1.0%
CC1CCN(c2nc3c(c(=O)[nH]c(=O)n3C)n2CCCc2ccccc2)CC1	-2.4%	-2.3	4.8%	-1.5%	2.6%	2.4%	-6.1%	-1.8	-1.6%
COc1cccc(-c2cc(C(F)(F)F)n3nc(N)nc3n2)c1	0.8%	0.1	-15.3%	2.3%	0.8%	2.0%	16.7%[57.1 µM]	-5.9	-11.6%
Cc1cc(Oc2ccc([N+](=O)[O-])cc2)nc(N2CCOCC2)n1	0.3%	-5.8	-18.4%	2.6%	-0.7%	0.2%	3.4%	6.2	-2.4%
Cc1ccc2nc(N(CCN(C)C)C(=O)/C=C/c3cccs3)sc2c1	7.2%	-4.1	-3.5%	-5.3%	-5.9%	0.1%	-7.6%	0.2	-7.6%
Cc1[nH]n(-c2ccccc2)c(=O)c1N=Nc1cccc(Cl)c1	8.0%	-2.6	-19.6%	4.4%	0.0%	-3.2%	-1.5%	1.5	-1.8%
CC(C)C1=C2OC(N)=C(C#N)C(C#N)=C2C(C)CC1 (configuration not stated)	8.2%	12.2	?	-4.5%	-0.9%	2.3%	40.6%[activator][57.1 µM]	1.2	1.5%
COc1ccc(NS(=O)(=O)c2ccc(Br)s2)cc1OC	4.7%	9.0	-11.1%	-2.9%	2.6%	1.4%	-1.2%[57.1 µM]	5.8	3.2%
Cc1cc(NC(=O)Cc2ccccc2)no1	5.5%	-2.7	8.1%	-2.8%	2.6%	1.9%	-9.9%	-0.4	-1.0%
CCOc1cc(C=O)ccc1OCC(=O)NC(C)(C)C	-4.3%	-1.8	-21.5%	-0.1%	-0.4%	-3.9%	-10.4%	-2.4	-3.3%
COc1ccc(-c2nnc(N(C)C(=O)c3ccno3)s2)cc1	2.8%	-3.1	-6.8%	-0.7%	-0.4%	0.6%	43.5%[activator]	-8.3	1.7%
CCCCn1c(-c2ccc(Cl)c(Cl)c2)nc2cc3[nH]c(=O)c(C(C)C)nc3cc21	-3.3%	2.3	2.2%	-4.5%	-5.5%	3.3%	18.5%[57.1 µM]	-11.8	-16.6%
CC(C)(C)OC(=O)C[C@@H]1C/C=C\C[C@@H](CC(=O)N(CCO)Cc2ccccc2)C(=O)N2CCC[C@@H]2COC1=O	-2.2%	-3.5	-10.1%	-0.9%	2.1%	.	-4.0%[57.1 µM]	2.6	-3.6%
CCN1CCN(CC(=O)Nc2ccc(N(C)C)cc2)CC1	0.0%	-4.8	-4.4%	-2.4%	-1.0%	-1.6%	-9.4%	2.6	-2.1%
O=C(Nc1ccon1)c1ccc(Cl)s1	-3.3%	-4.4	-12.8%	4.7%	2.0%	-1.5%	4.8%[57.1 µM]	6.6	-15.3%
CC(C)Oc1ccc(S(=O)(=O)N2CCCCC2)cc1NC(=O)C1CCC1	5.3%	-1.6	-5.9%	-4.5%	0.4%	0.5%	-14.5%	4.3	-12.2%
COC(=O)c1ccc2nc(NC(=O)C(C)C)sc2c1	0.3%	0.1	-1.2%	-4.9%	2.2%	0.1%	-5.2%	-9.3	15.6%
Cc1ccc(SCC(=O)Nc2nnc(-c3ccco3)o2)cc1	3.8%	4.8	-14.7%	4.0%	0.0%	-0.1%	8.0%[57.1 µM]	-0.8	-1.3%
CC(=O)c1c(C)[nH]c(C(=O)N2CCN(c3ncccn3)CC2)c1C	1.3%	-5.2	-6.8%	-2.6%	4.9%	-1.0%	9.3%[57.1 µM]	-1.2	-0.3%
CC1=C(C(=O)N(C(C)C)C(C)C)CC(CC(=O)NCCCCc2ccccc2)C(=O)N1Cc1ccc(F)cc1 (configuration not stated)	.	-0.2	.	-0.6%	-6.7%	.	.	0.7	.

# High-throughput results deposited in PubChem BioAssay by National Center for Advancing Translational Sciences (NCATS).
